WRN helicase inh: WRN helicase (human) inhibition | Q14191 | WRN helicase unwinding, fluorescent forked duplex, kinetic | Potency, µM (series often up to 114 µM), for inactives: top-dose activity change, negative = inhibition, hits mostly inhibitors | actives 0.46% (n = 360,000); further: potency means the concentration at half of the fitted maximal effect; on the % scale 0 is the no-effect control and ±100 the full control effect; nearly all actives have a fitted effect of over 55% in size
Target sequence (Q14191 whole entry, looked up): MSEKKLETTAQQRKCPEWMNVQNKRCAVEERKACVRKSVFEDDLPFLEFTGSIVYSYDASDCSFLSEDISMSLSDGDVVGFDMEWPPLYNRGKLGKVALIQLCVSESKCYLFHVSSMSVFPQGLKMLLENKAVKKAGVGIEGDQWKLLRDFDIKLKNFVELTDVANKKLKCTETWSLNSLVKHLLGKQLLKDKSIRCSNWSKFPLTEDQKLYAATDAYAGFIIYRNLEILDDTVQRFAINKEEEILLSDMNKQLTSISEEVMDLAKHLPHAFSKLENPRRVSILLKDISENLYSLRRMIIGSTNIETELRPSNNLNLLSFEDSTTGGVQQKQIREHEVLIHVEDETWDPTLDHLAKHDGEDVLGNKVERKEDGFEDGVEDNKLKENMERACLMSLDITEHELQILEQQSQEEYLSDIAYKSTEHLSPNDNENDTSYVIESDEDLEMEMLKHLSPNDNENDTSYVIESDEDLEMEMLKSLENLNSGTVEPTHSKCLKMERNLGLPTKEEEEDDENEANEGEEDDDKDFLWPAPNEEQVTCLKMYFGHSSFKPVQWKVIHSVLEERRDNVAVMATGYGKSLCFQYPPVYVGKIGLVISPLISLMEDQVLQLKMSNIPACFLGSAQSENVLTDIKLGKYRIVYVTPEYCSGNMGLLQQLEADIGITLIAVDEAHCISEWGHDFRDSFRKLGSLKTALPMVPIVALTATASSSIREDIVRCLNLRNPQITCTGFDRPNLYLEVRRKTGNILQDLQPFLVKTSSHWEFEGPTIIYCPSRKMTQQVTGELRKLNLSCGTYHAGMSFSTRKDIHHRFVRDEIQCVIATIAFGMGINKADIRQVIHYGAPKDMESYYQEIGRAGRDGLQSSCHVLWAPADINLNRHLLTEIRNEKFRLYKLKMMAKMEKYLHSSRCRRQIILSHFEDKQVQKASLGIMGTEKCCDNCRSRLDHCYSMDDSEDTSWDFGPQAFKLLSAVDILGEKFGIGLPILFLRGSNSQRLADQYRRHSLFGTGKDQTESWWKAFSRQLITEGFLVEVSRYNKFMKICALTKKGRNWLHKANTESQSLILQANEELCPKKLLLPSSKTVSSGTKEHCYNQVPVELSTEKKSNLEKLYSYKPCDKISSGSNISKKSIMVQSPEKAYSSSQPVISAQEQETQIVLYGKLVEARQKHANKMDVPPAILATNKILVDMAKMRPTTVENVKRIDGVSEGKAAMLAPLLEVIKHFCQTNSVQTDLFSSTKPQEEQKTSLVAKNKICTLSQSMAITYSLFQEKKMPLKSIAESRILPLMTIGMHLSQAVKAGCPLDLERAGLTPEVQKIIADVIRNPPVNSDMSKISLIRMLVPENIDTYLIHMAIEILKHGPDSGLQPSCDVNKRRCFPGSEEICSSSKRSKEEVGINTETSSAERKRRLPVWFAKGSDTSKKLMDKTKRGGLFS
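Screening of the MLSMR collection measured strand separation of a quenched forked DNA duplex (100 nM) by 20 nM WRN with 2 mM ATP, all final. Compounds were preincubated with enzyme 15 min at room temperature.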
HT1080 IDH1KD tx: toxicity to HT-1080 IDH1 knockdown cells (counter line) | HT-1080 IDH1 knockdown viability, ATP luminescence, 48 h | Potency, µM (top dose mostly 46.1 µM), for the others: top-dose activity, negative = toxicity, usual class: cytotoxic | actives 2% (n = 360,000) | AID 686971;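 further: potency means the concentration at half of the fitted maximal effect; 0% = DMSO wells and -100% = cell-free medium wells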
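Viability of IDH1-knockdown HT-1080 fibrosarcoma cells was assessed by CellTiter-Glo after 48 h at 37 °C with titrated compound; concentration-effect curves were classified by fit quality and response size.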
HT1080-NT tox: kills 2HG-producing HT-1080-NT fibrosarcoma cells. HT-1080-NT fibrosarcoma viability, CellTiter-Glo ATP luminescence, 48 h. Potency, µM (titrated, usually from 46.1 µM), without a hit: at the top dose activity, negative = less viability, most hits filed as cytotoxic. actives 1.6% (n = 360,000). AID 686970;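 further: NT is the 2HG producing partner of a matched IDH1 knockdown line; potency means the concentration at half of the fitted maximal effect; 0% = DMSO-treated cells and -100% = media-only wells without cells; nearly all actives have a fitted effect of over 55% in size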
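HT-1080-NT fibrosarcoma cells (2HG-overproducing), 750 cells/well in RPMI with 5% FBS, dosed after 2 h and incubated 48 h at 37C. CellTiter-Glo luminescence normalized to DMSO and no-cell wells; concentration-response curves fitted and classed.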
KB-3-1 cytotox: KB-3-1 parental cell cytotoxicity; actives 1.4% (n = 400,000); AID 1347075; Potency, µM (highest dose often 46.1 µM), for inactives: at the highest dose activity change, negative = cytotoxic, most hits filed as cytotoxic; KB-3-1 viability, CellTiter-Glo ATP luminescence, 72 h; further: potency means the concentration at half of the fitted maximal effect; on the % scale 0 is the no-effect control and ±100 the full control effect; nearly all actives have a fitted effect of over 60% in size
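KB-3-1 cells, DMEM (no phenol red) + 10% FBS; compound by pin transfer, 72 h, 37 °C. Readout: CellTiter-Glo luminescence after 10 min. Data normalized, curve-fitted.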
KB-V1 cytotox: kills drug-selected multidrug resistant KB-V1 cells | actives 3.4% (n = 400,000) | KB-V1 MDR cells viability, CellTiter-Glo, 72 h | AID 1347076 | Potency, µM (titrated, usually from 46.1 µM), for the others: top-dose activity change, negative = cytotoxicity, hits mostly cytotoxic; further: potency means the concentration at half of the fitted maximal effect; on the % scale 0 is the no-effect control and ±100 the full control effect; nearly all actives have a fitted effect of over 60% in size
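Cytotoxicity toward P-gp-expressing KB-V1 cells was determined as loss of CellTiter-Glo luminescence after 72 h at 37 degrees C. Compounds were tested in quantitative HTS format across a concentration range, with curves fitted to normalized data.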
MCF10A rereplic: inducers of DNA re-replication in MCF 10A breast cells | AID 624296 | actives 2.9% (n = 350,000) | Potency, µM (highest dose often 46.1 µM), for the others: top-dose activity, positive = re-replication, actives largely listed as activators | MCF 10A DNA re-replication, Hoechst nuclear intensity, 48 h; further: potency means the concentration at half of the fitted maximal effect; % of control where 0% means no effect; nearly all actives have a fitted effect of over 50% in size
SW480 rereplic: DNA re-replication induction in SW480 cells; SW480 DNA re-replication, Hoechst DNA content imaging, 48 h; Potency, µM (titrated, usually from 46.1 µM), without a hit: top-dose re-replication activation, usual class: activators; actives 1.8% (n = 340,000); AID 624297; further: potency means the concentration at half of the fitted maximal effect; % of control where 0% means no effect; nearly all actives have a fitted effect of over 55% in size
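Per well, 250 cells were exposed to pinned compound for 48 hr. Nuclear DNA was visualised with Hoechst (40 min, 37 C) and total object intensity recorded by fluorescence scanning.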
ATXN2 expr inh: inhibitors of ATXN2 expression. AID 1745845. actives 0.72% (n = 360,000). HEK-293 ATXN2-luciferase reporter, luminescence, 24 h. Potency, µM (titrated, usually from 57 µM), for inactives: at the top dose activity change, negative = inhibition, most hits filed as inhibitors; further: potency means the concentration at half of the fitted maximal effect; on the % scale 0 is the no-effect control and ±100 the full control effect; nearly all actives have a fitted effect of over 55% in size
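ATXN2-luciferase reporter cells (luciferase flanked by upstream and downstream ATXN2 gene portions) were treated 24 h at 37 °C with compounds at up to 57 uM. SteadyGlo luminescence gave expression; GF-AFC fluorescence gave viability.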
IL-1B inflam inh: inflammasome signaling inhibition, IL-1 beta readout; THP-1 LPS/ATP IL-1B secretion, AlphaLISA, 16 h; stronger effect = lower value; activity change, % at 57.5 µM; actives 4.7% (n = 360,000); in the data active means activity change below about -50%; inconclusive means mostly about -30% to -49%; further: on the % scale 0 is the no-effect control and ±100 the full control effect
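THP-1 cells pretreated 1 hr with compounds (up to 57.5 uM final), then stimulated with LPS (250 ng/mL final) plus ATP (1.25 mM final); secreted IL-1B measured by AlphaLISA after 16 hr, decreased signal indicating inhibition.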
Starred values were filed as active, the others as inactive; ? = inconclusive; / = not tested or not shown; & = joins results of further samples; ! = not active in a repeat; [ ] = another dose, or the depositor's remark. Unless noted, the call rests on the fitted dose curve; in most records, active means well fitted curve in the direction sought with a large enough effect; inconclusive means small, poorly fitted or top-dose-only effect, or another doubt; inactive means no such curve, though single readings can be large; an effect the other way counts as inactive or inconclusive.

Letter code: A = WRN helicase inh; B = HT1080 IDH1KD tx; C = HT1080-NT tox; D = KB-3-1 cytotox; E = KB-V1 cytotox; F = MCF10A rereplic; G = SW480 rereplic; H = ATXN2 expr inh; I = IL-1B inflam inh
O=C(Nc1cccc(Cl)c1)c1cc(-c2ccco2)on1
  A = -33%; B = 14%; C = 24%; D = 0%; E = 16%; F = -1%; G = -2%; H = 4%; I = -11
CCOC(=O)N1CCC(c2nc(C)sc2C(=O)O)CC1
  A = -14%; B = 13%; C = 15%; D = -1%; E = 21%; F = 7%; G = 2%; H = -5%; I = -4
CC(C)CC(=O)c1c(O)c(C=O)c(O)c2c1O[C@@]1(C)[C@@H](C2)C[C@H]2C[C@@H]1C2(C)C
  A = -1%; B = 5%; C = 5%; D = 0%; E = 0%; F = -5%; G = -2%; H = -12%; I = 30
CC(=O)c1cccc(NC(=O)CN(C)S(=O)(=O)c2ccc3c(c2)CC(C)N3C(C)=O)c1 (stereo not given)
  A = 3%[57.1 µM]; B = -2%; C = 0%; D = 0%; E = -18%; F = 7%; G = 9%; H = -7%; I = 8
CCOc1cc(/C=N/Nc2nc(C)cc(=O)[nH]2)ccc1O
  A = -6%; B = 10%; C = 22%; D = 17%; E = 10%; F = 4%; G = 0%; H = 8%; I = -7
CCC(C(=O)OCC(=O)Nc1ccc(C(=O)Nc2ccc(OC)cc2)cc1)c1ccccc1 (stereo not given)
  A = -4%; B = 26µM*; C = 18µM*; D = -14%; E = -13%; F = 16%; G = 5%; H = /; I = 38
c1ccc(COc2ncnc3c2ncn3CCCNCc2ccccn2)cc1
  A = -4%; B = -1%; C = -3%; D = 0%; E = -5%; F = 28%; G = -12%; H = 4%; I = 18
Cc1ccc(CCC(=O)Nc2ncc(Cc3cccc(Cl)c3Cl)s2)o1
  A = 4%; B = ?; C = 0.73µM*; D = 0.12µM*; E = 0.52µM*; F = ?; G = 1.2µM*; H = 0%; I = 14
CN(Cc1ccccc1)c1ccc(N2C(=O)CCC2=O)cc1[N+](=O)[O-]
  A = -7%; B = -1%; C = 1%; D = -1%; E = 26%; F = -9%; G = 2%; H = 0%; I = -12
CCCCN(CC)C(=O)Cn1cnc2ccc(S(=O)(=O)N3CCC(C)CC3)cc2c1=O
  A = 12%; B = -2%; C = -1%; D = 5%; E = ?; F = 0%; G = 0%; H = 3%; I = -8
CCN(Cc1ccccc1)C(=O)c1ccccc1C
  A = 5%; B = 2%; C = 6%; D = -14%; E = ?; F = 8%; G = -5%; H = -3%; I = 1
O=C(CNC(=O)c1ccc(Cl)cc1Cl)OCc1ccccc1
  A = 2%; B = 3%; C = 3%; D = 1%; E = 4%; F = -7%; G = -4%; H = 3%; I = 13
OCCC1CN(Cc2cccc3c2OCO3)CCN1C1CCCC1 (stereo not given)
  A = 2%; B = 16%; C = 12%; D = 6%; E = 9%; F = 2%; G = 0%; H = -8%; I = 22
O=C(Nc1ccc(F)cc1F)N1CCCN(CCOc2ccccc2)CC1
  A = -6%; B = 1%; C = 2%; D = ?; E = ?; F = 1%; G = -28%; H = /; I = -23
Cc1ccc(S(=O)(=O)NCC(=O)N(CC(=O)NC(C)(C)C)Cc2cccs2)cc1
  A = -2%; B = 1%; C = 6%; D = 10%; E = 9%; F = -2%; G = -1%; H = -2%; I = 14
O=C(Nc1nnc(-c2cccs2)o1)c1ccco1
  A = 6%; B = -2%; C = 4%; D = 0%; E = -4%; F = 7%; G = -8%; H = 13%; I = 10
Cc1cccc(N=C(NO)c2nonc2N)c1
  A = -16%; B = 0%; C = 8%; D = 10%; E = 12%; F = 1%; G = 1%; H = -1%; I = -5
COc1cccc(COC(=O)c2ccc(S(=O)(=O)N3CCC(C)CC3)cc2)c1OC
  A = -19%; B = -2%; C = -5%; D = 14%; E = -4%; F = ?; G = -30%[inhibitor]; H = -5%; I = 23
C=CCNC(=O)c1c(N)n(-c2cccc(S(N)(=O)=O)c2)c2nc3ccccc3nc12
  A = -19%; B = ?; C = ?; D = ?; E = 6%; F = 3.3µM*; G = 4.1µM*; H = -22%; I = -59*
Cc1ccc(C(=O)CS(C)(=O)=O)cc1
  A = -2%; B = 18%; C = 25%; D = 8%; E = 31%; F = 3%; G = -2%; H = 3%; I = 21
Cc1c(C(=O)N(CCC#N)c2ccccc2)sc2nc3n(c(=O)c12)CCCC3
  A = -2%; B = 5%; C = 3%; D = 1%; E = 0%; F = 5%; G = 0%; H = 8%; I = 2
Cc1ccccc1C(=O)Nc1ccc(Br)cn1
  A = 0%[57.1 µM]; B = -6%[9.24 µM]; C = ?; D = -14%; E = -22%; F = 17%; G = 4%; H = 51%[activator]; I = 5
CCC(C)c1ccc(S(=O)(=O)N2CCN(C(C)C(=O)NC3CCCC3)CC2)cc1 (stereo not given)
  A = 0%; B = -6%; C = -1%; D = -10%; E = 5.8µM*; F = 17%; G = -1%; H = 5%; I = -10
CC1CCC(CN2CCN=C2Nc2ccccc2)CC1 (stereo not given)
  A = -1%; B = -2%; C = -4%; D = 0%; E = 16%; F = -1%; G = -9%; H = -6%; I = ?
Cc1cc2c(cc1C)C(=O)NC(C)(C)C2
  A = -6%; B = -3%; C = 5%; D = 3%; E = -12%; F = 3%; G = -3%; H = 2%; I = -7
CCCN(CCC)C(=O)C1CCCN1S(=O)(=O)c1cccc2nsnc12 (stereo not given)
  A = 7%; B = 12%; C = 22%; D = -3%; E = -3%; F = ?; G = -4%; H = -5%; I = -17
OCC(O)CN1CCCC1 (stereo not given)
  A = 7%; B = 14%; C = 12%; D = 3%; E = -5%; F = -2%; G = -118%[inhibitor]; H = -1%; I = 21
CC(=O)NC1CC2CCCC(C1)N2CC(=O)N1CCCc2ccccc21 (stereo not given)
  A = -1%; B = 8%; C = 17%; D = 0%; E = -27%; F = -1%; G = -2%; H = 3%; I = 33
CCOC(=O)N1CCN(C(=O)Cn2nc(C)n3nc(-c4ccc(CC)cc4)cc3c2=O)CC1
  A = 5%; B = -2%; C = -1%; D = 5%; E = 0%; F = 5%; G = -26%; H = /; I = 13
COc1ccc(-n2c(C)cc(C(=O)CN3C(=O)c4ccccc4C3=O)c2C)cc1
  A = -8%; B = -2%; C = -21%; D = 0%; E = -10%; F = 1%; G = 2%; H = 8%; I = -12
O=C1CN(c2nc(-c3cccs3)nc3sc4c(c23)CCCC4)CCN1
  A = -22%; B = 13µM*; C = ?; D = -5%; E = ?; F = ?; G = 3%; H = 51%[activator]; I = -94*
Cc1ccccc1-c1n[nH]c(=S)o1
  A = -9%; B = 19%; C = 16%; D = 4%; E = 19%; F = 8%; G = 2%; H = 3%; I = -15
COc1cccc(C(=O)NN=C2CCCC2)c1
  A = 1%; B = -12%; C = -4%; D = -7%; E = ?; F = 1%; G = -8%; H = 26%; I = 5
CN(Cc1ccccc1)C(=O)COC(=O)c1ccc(=O)n(Cc2ccccc2)n1
  A = -7%; B = 3%; C = 5%; D = 9%; E = 21%; F = -2%; G = 3%; H = 1%; I = 11
Cc1noc(/C=C/N(C)C)c1S(=O)(=O)N1CCC(C(=O)O)CC1
  A = -3%; B = 13%; C = -7%; D = 2%; E = -8%; F = 1%; G = -11%; H = -5%; I = 13
CNC(=S)N/N=C/c1c(C)nn(-c2cccc(Cl)c2)c1Cl
  A = -3%; B = ?; C = -21%; D = 8%; E = -3%; F = 12%; G = 8%; H = -25%; I = 0
CNC(=O)c1ccc(NC(=O)CCc2c(C)noc2C)cc1
  A = 1%; B = 2%; C = 2%; D = 1%; E = 0%; F = 13%; G = -13%; H = /; I = 5
Cc1ccc(S(=O)(=O)NNC(=O)C(O)(c2ccccc2C)c2ccccc2C)cc1
  A = 3%; B = -2%; C = -3%; D = 0%; E = ?; F = 1%; G = 0%; H = -5%; I = 4
Cc1ccc(NCc2nc3ccccc3n2CCOc2ccccc2)cc1
  A = -9%; B = 6%; C = 8%; D = 16µM*!; E = 23µM*!; F = 18%; G = 6%; H = 19%&52%; I = -96*
O=S(=O)(NCCc1ccccc1)c1cnc(Cl)c(Br)c1
  A = -17%; B = 4%; C = 10%; D = /; E = /; F = 13%; G = 3%; H = -14%; I = -90*
COC(=O)c1ccc2ccn(CC(=O)NC(C)C)c2c1
  A = 3%; B = -2%; C = 3%; D = 3%; E = 12%; F = 1%; G = -2%; H = 2%; I = -15
CCC(C)c1ccc(NC(=O)C2CCCN(c3ncccn3)C2)cc1 (stereo not given)
  A = -7%; B = ?; C = ?; D = 10µM*; E = 7.9µM*; F = ?; G = 18%; H = /; I = 41
S=C(NCc1ccccc1)NCc1ccccc1
  A = -1%; B = ?; C = ?; D = 12%; E = 0%; F = ?; G = 21µM*; H = 1%; I = 14
CCOc1ncccc1C(=O)OCC(=O)c1c(N)n(C)c(=O)n(C)c1=O
  A = 1%; B = 2%[9.24 µM]; C = -4%; D = 5%; E = -27%; F = 8%; G = -10%; H = 5%; I = -16
Cc1c(Cl)cc(C(C)C)c(O)c1CN1CCOCC1
  A = -8%; B = -4%; C = -1%; D = 5%; E = -30%; F = 13%; G = 8%; H = -7%; I = 7

Entries from the list above that contain a COOH group, in the order listed:
Letter code: A = WRN helicase inh; B = HT1080 IDH1KD tx; C = HT1080-NT tox; D = KB-3-1 cytotox; E = KB-V1 cytotox; F = MCF10A rereplic; G = SW480 rereplic; H = ATXN2 expr inh; I = IL-1B inflam inh
CCOC(=O)N1CCC(c2nc(C)sc2C(=O)O)CC1
  A = -14%; B = 13%; C = 15%; D = -1%; E = 21%; F = 7%; G = 2%; H = -5%; I = -4
Cc1noc(/C=C/N(C)C)c1S(=O)(=O)N1CCC(C(=O)O)CC1
  A = -3%; B = 13%; C = -7%; D = 2%; E = -8%; F = 1%; G = -11%; H = -5%; I = 13

Screening data deposited in PubChem by National Center for Advancing Translational Sciences (NCATS).
